p53null 32C tox: selectivity test: cytotoxicity in p53 null cells, permissive temperature | H1299-neo p53 null cells, ATP luminescence, 24 h, 32C | Potency, µM (titrated, usually from 46.1 µM), for the others: at the top dose activity change, negative = cytotoxicity, most hits filed as cytotoxic | 55,000 compounds, 0.62% hits | AID 903;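 also: 0% = DMSO only and -100% = full killing by 100 µM tamoxifen; nearly all actives have a fitted effect of over 55% in size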
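Cytotoxicity: H1299-neo (no p53), 32C, 24 h treatment. Concentrations up to 46 uM. Readout cellular ATP, luminescence. Normalization to DMSO basal and tamoxifen 100 uM maximal kill.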
p53null 39C kill: kills p53 null cells at the nonpermissive temperature; Potency, µM (doses to about 46.1 µM), for the others: at the top dose activity, negative = cell killing, actives largely listed as cytotoxic; AID 904; 55,000 compounds, 0.97% hits; H1299 p53-null (neo) cells, 39C, ATPlite viability, 24 h;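 also: 0% = DMSO only and -100% = full killing by 100 µM tamoxifen; nearly all actives have a fitted effect of over 50% in size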
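Temperature-shift cytotoxicity format: compound titrations on p53-null or A138V-expressing H1299 cells held 24 hr at 39C, cell ATP then measured, AC50 from Hill model.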
Starred values were filed as active, the others as inactive; . = no result given; [ ] = remark or other dose. Calls follow the shape of the dose curve; as a rule, active = well fitted cell-killing curve with a large enough effect; inconclusive = small, poorly fitted or top-dose-only effect; inactive = no such curve, though single readings can be large or run the other way. Potency is read from the fitted curve at half-maximal effect. The list is partial (hit frequency here may not be typical).

| SMILES | p53null 39C kill | p53null 32C tox |
| --- | --- | --- |
| CCOC(=O)C(Cc1ccccc1)C(=O)Nc1ccc(NC(=O)C(Cc2ccccc2)C(=O)OCC)cc1 (stereo not given) | . | 16.6% |
| CCCCCc1ccc(-c2ccc(/C=C/C(N)=O)cc2)nc1 | . | -23.5% |
| COc1cc(C(=O)NCC(c2ccco2)N(C)C)cc(OC)c1OC (stereo not given) | . | -13.8% |
| O=C(Nc1ccccc1Oc1ccccc1)c1cc([N+](=O)[O-])ccc1Cl | . | -22.8% |
| COc1ccccc1N=Cc1c(O)c2ccccc2oc1=O | . | -8.2% |
| COc1ccc(OCCCC(=O)Nc2cccc([N+](=O)[O-])c2C)cc1 | -8.4%[1.84 µM] | . |
| CC(C)(C)c1ccc(C(=O)NC(=S)Nn2cnnc2)cc1 | -23.6% | . |
| Cc1cc(-c2csc(NC(=O)c3ccccc3C(F)(F)F)n2)c(C)n1Cc1ccccc1 | 27.0% | . |
| C/C(=N\OCC(=O)NC12CC3CC(CC(C3)C1)C2)c1cc2ccccc2o1 | 15.8% | . |
| CCCC(=O)Nc1ccc(C(=O)NN2C(=O)c3ccccc3C2=O)cc1 | 13.5% | . |
| CC1CCc2nc(NC(=O)Nc3ccc4c(c3)OCO4)sc2C1 (stereo not given) | 12.7% | . |
| O=C(CSc1nnc(CN2CCCCC2)n1-c1ccccc1)c1ccc2c(c1)OCO2 | -0.7%[1.84 µM] | . |
| CC(C)CNC(=O)COC(=O)c1c2c(nc3ccccc13)/C(=C/c1cccs1)CC2 | -8.4%[1.84 µM] | . |
| COc1ccc(C2CC(c3ccccc3)=NN2C(=O)COC(=O)c2ccc(Cl)nc2)cc1 (stereo not given) | 25.1% | . |
| O=C(Nc1ccc(F)cc1F)c1ccccc1-c1ccccc1 | 26.8%[1.84 µM] | . |
| O=C(OCC(=O)N1CCc2ccccc21)c1c2c(nc3ccccc13)CCCC2 | -6.2%[1.84 µM] | . |
| Cc1ccc(NCC(=O)Nc2ccc(Br)cc2)cc1F | 16.2% | . |
| Cc1ccc(Nc2nc(CSc3nnc(-c4ccncc4)n3C)cs2)cc1 | -17.4%[1.84 µM] | . |
| Cc1ccccc1NC(=O)C1CCCN1/C=C/C(=O)C(F)(F)F (stereo not given) | 8.5% | . |
| COc1ccc2c(Cl)c(C(=O)N/N=C/c3c(C)[nH]c4ccccc34)sc2c1 | -3.7% | . |
| Cc1ccc(-n2c(=S)[nH]c3c(oc4ccccc43)c2=O)cc1 | 17.8% | . |
| CC(=O)Nc1ccc(OCC(=O)NCCc2ccc(Cl)cc2)cc1 | 6.3% | . |
| Cc1ccc(Nc2nnc(SCC(=O)NCCN3C(=O)CSC3=O)s2)cc1C | -2.2%[1.84 µM] | . |
| N#Cc1cccc(NC(=O)COC(=O)c2ccccc2Sc2ccccc2C#N)c1 | 15.1%[1.84 µM] | . |
| O=C(COC(=O)CCC1CCCC1)Nc1nc2c(F)c(F)c(F)cc2s1 | 11.1%[1.84 µM] | . |
| CCOC(=O)N1CCN(C(=O)c2ccc(-n3c(C)ccc3C)cc2)CC1 | -0.9%[1.84 µM] | . |
| Cc1ccc[n+](-c2[nH]c(=O)sc2/C=N/NC(=O)c2ccccc2[O-])c1 | 13.8%[1.84 µM] | . |
| CCc1nnc(NC(=O)[C@@H](NC(=O)c2cccc(C)c2)C(C)C)s1 | -3.4%[1.84 µM] | . |
| CCN(Cc1ccccc1)c1ccc(/C=C(\C#N)c2ccccn2)cc1 | -10.7% | . |
| CC(NC(=O)c1ccc(Br)cc1)c1ccc2c(c1)CCCC2 (stereo not given) | 19.7%[1.84 µM] | . |

The list goes on, overlapping the part above by six compounds.
| SMILES | p53null 39C kill | p53null 32C tox |
| --- | --- | --- |
| O=C(COC(=O)CCC1CCCC1)Nc1nc2c(F)c(F)c(F)cc2s1 | 11.1%[1.84 µM] | . |
| CCOC(=O)N1CCN(C(=O)c2ccc(-n3c(C)ccc3C)cc2)CC1 | -0.9%[1.84 µM] | . |
| Cc1ccc[n+](-c2[nH]c(=O)sc2/C=N/NC(=O)c2ccccc2[O-])c1 | 13.8%[1.84 µM] | . |
| CCc1nnc(NC(=O)[C@@H](NC(=O)c2cccc(C)c2)C(C)C)s1 | -3.4%[1.84 µM] | . |
| CCN(Cc1ccccc1)c1ccc(/C=C(\C#N)c2ccccn2)cc1 | -10.7% | . |
| CC(NC(=O)c1ccc(Br)cc1)c1ccc2c(c1)CCCC2 (stereo not given) | 19.7%[1.84 µM] | . |
| COc1ccccc1Nc1nnc(SCC(=O)N2CC(=O)Nc3ccccc32)s1 | 2.8%[1.84 µM] | . |
| O=C(Nc1ccccc1)c1cc([N+](=O)[O-])ccc1NC1CCCCC1 | 6.9%[1.84 µM] | . |
| N=C1c2ccccc2CN1NC(=O)c1cccc(S(=O)(=O)N2CCCC2)c1 | 9.6%[1.84 µM] | . |
| COc1ccc(-c2cc(-c3ccccc3)nc(SCC(=O)Nc3nccs3)c2C#N)cc1 | 18.5% | . |
| Cc1ccc(Cn2c(SCC(=O)N3CC(=O)Nc4ccccc43)nc3ccccc3c2=O)cc1 | 18.6% | . |
| COC(=O)NC(NC(=S)Nc1ccccc1OC)C(Cl)(Cl)Cl (stereo not given) | 9.0% | . |
| CC(C)[C@H](NC(=O)Cc1ccccc1)C(=O)OCc1cc(=O)n2c(n1)sc1ccccc12 | 13.1% | . |
| CCOC(=O)c1c(C)[nH]c(C)c1C(=O)CSc1nc2ccccc2n1CCOC | 17.2% | . |
| COc1cccc(NC(=O)C(OC(=O)c2ccccc2NS(=O)(=O)c2cccs2)c2ccccc2)c1 (stereo not given) | 6.5%[1.84 µM] | . |
| O=C(Nc1ccc(F)c(F)c1)c1ccccc1-c1ccccc1 | 29.9% | . |
| COCC(C)NC(=O)CSc1nc2ccccc2n1CCc1ccccc1 (stereo not given) | 9.7% | . |
| CCCC(=O)Nc1cccc(NC(=O)c2ccc([N+](=O)[O-])cc2Cl)c1 | 9.2% | . |
| Cc1ccc(SCc2ccc(C(=O)Nc3ccccc3Br)cc2)cc1 | 3.3%[1.84 µM] | . |
| CC12CCC(C(=O)Nc3ccccc3-n3cccc3)(CC1=O)C2(C)C (stereo not given) | -18.9%[1.84 µM] | . |
| CCc1ccccc1OCC(=O)N(CC)CC(=O)NCc1ccc(F)cc1 | 35.4% | . |
| CCN(CC)S(=O)(=O)c1ccc(N=NC2=C(O)CCCC2=O)cc1 | -7.0%[1.84 µM] | . |
| CCCn1c(C)cc(/C=C(\C#N)C(=O)O)c1C | -27.4%[1.84 µM] | . |
| Cc1cc(F)ccc1NCC(=O)Nc1ccccc1Br | 24.3% | . |
| Cc1ccc(N2C(=N)/C(=C3/Nc4ccccc4S3)C(c3ccccc3)C2=O)cc1 (stereo not given) | 15.8% | . |
| CCOC(=O)c1c(NC2=NS(=O)(=O)c3ccccc32)sc2c1CCCCC2 | 4.3%[1.84 µM] | . |
| CCOC(=O)C1=C(COc2ccc(C)cc2)NC(=O)NC1c1cc(C)ccc1C (stereo not given) | 31.9% | . |
| Cc1c(Cl)cccc1NC(=S)N1CCN(C(=O)C2CCCO2)CC1 (stereo not given) | 23.4% | . |
| CC(C)C(NC(=O)Cc1ccccc1[N+](=O)[O-])C(C)C | 1.3%[1.84 µM] | . |
| CC(C)CNC(=S)Nc1ccc(Oc2ccccc2)cc1 | -13.8%[1.84 µM] | . |
| Cc1ccc2cccc(Oc3ncnc4scc(-c5ccccc5)c34)c2n1 | 13.6%[1.84 µM] | . |
| CC(=O)N1N=C(c2ccc(C(C)(C)C)cc2)OC1(C)C | -10.8%[1.84 µM] | . |
| CN(Cc1ccccc1)C(=S)NC(=O)C1CCCCC1 | 9.1%[1.84 µM] | . |
| C/C(=N\NC(=S)NC1CCCCC1)c1cccc(Br)c1 | -12.6%[1.84 µM] | . |
| C/C(=N\Nc1nc(C)cc(=O)[nH]1)C1CC1 | 3.2% | . |
| CC1=CC(C)(C)n2c(O)c(N=NC(N)=S)c3c(C)ccc1c32 | 36.4% | . |

Random excerpt: 4 compounds from above.
| SMILES | p53null 39C kill | p53null 32C tox |
| --- | --- | --- |
| CCOC(=O)c1c(C)[nH]c(C)c1C(=O)CSc1nc2ccccc2n1CCOC | 17.2% | . |
| Cc1ccc(SCc2ccc(C(=O)Nc3ccccc3Br)cc2)cc1 | 3.3%[1.84 µM] | . |
| CCOC(=O)c1c(NC2=NS(=O)(=O)c3ccccc32)sc2c1CCCCC2 | 4.3%[1.84 µM] | . |
| CC1=CC(C)(C)n2c(O)c(N=NC(N)=S)c3c(C)ccc1c32 | 36.4% | . |

(next part)
| SMILES | p53null 39C kill | p53null 32C tox |
| --- | --- | --- |
| COc1cc(CCC(=O)Nc2cccc(C(F)(F)F)c2)cc(OC)c1OC | -2.8%[1.84 µM] | . |
| Oc1nc(Nc2cccc(Cl)c2)sc1/C=C1\C=Nc2ccccc21 | 9.8% | . |
| O=C(OCc1nc2scc(-c3ccccc3)c2c(=O)[nH]1)c1cccc([N+](=O)[O-])c1 | 11.4%[1.84 µM] | . |
| Cc1ccc(C2=NN(C(=O)CCl)C(c3cccs3)C2)o1 (stereo not given) | 5.6%[1.84 µM] | . |
| c1ccc(OCc2nnnn2-c2ccccc2)cc1 | 6.4% | . |
| COc1cc(/C=C(\C#N)c2nnc(N3CCOCC3)n2-c2ccccc2)ccc1O | -3.0%[1.84 µM] | . |
| O=C(N/N=C/c1ccc([N+](=O)[O-])s1)c1ccncc1 | 22.6%[1.84 µM] | . |
| CCOc1ccc(-c2csc(Cn3c(CN4CCN(C)CC4)nc4ccccc4c3=O)n2)cc1 | -2.4%[1.84 µM] | . |
| Cc1cccc(C(=O)c2c(N)sc3c2CCCC3)c1 | 17.1%[1.84 µM] | . |
| Cn1c2c(c(=O)n(C)c1=O)[C@@]1(C(=O)Nc3ccccc31)C(C#N)=C(N)O2 | -5.1%[1.84 µM] | . |
| COc1cc(NC(=O)c2ccccc2[N+](=O)[O-])ccc1NC(=O)C(C)C | 9.3%[1.84 µM] | . |
| CCn1c(COc2ccc3c(c2)CCCC3)nnc1SCC(=O)Nc1ccc(C(=O)OC)cc1 | 15.7% | . |
| COc1ccc(CCC(=O)N2CCCSC2=Nc2ccc(C(C)=O)cc2)cc1 | 29.3% | . |
| O=S(=O)(/N=C(/Nc1ccccc1)c1ccccc1)c1cccs1 | 25.1% | . |
| O=P(Cc1ccccc1O)(c1ccccc1)c1ccccc1 | -2.1%[1.84 µM] | . |
| Cc1ccc(C)c(NC(=S)NNC(=O)c2cc3c(s2)CCC(C)C3)c1 (stereo not given) | 15.5% | . |
| Cc1ccccc1CN(C)CC(=O)Nc1ccccc1-c1ccccc1 | -15.5%[1.84 µM] | . |
| CCCCN(C(=O)CC(c1ccccc1)c1ccccc1)c1c(N)n(CCC)c(=O)[nH]c1=O | 25.3%[1.84 µM] | . |
| CCOC(=O)c1c(NC(=O)CN2CCCc3ccccc32)sc(C(C)=O)c1C | 8.4% | . |
| Brc1ccc(-n2cc(-c3ccccc3)c3c(NN4CCOCC4)ncnc32)cc1 | 13.4% | . |
| Cc1ccc(NC(=O)COC(=O)/C=C/c2cccc(Cl)c2)cc1S(=O)(=O)N1CCOCC1 | 10.4% | . |
| CCOc1ccc(S(=O)(=O)c2c(C(=O)c3ccccc3)cnc3cc4c(cc23)OCCO4)cc1 | 33.9%[activator] | . |
| Cc1cccc(C(C)C)c1NC(=O)C1CN(S(=O)(=O)c2ccccc2)CCN1S(=O)(=O)c1ccccc1 (stereo not given) | 12.6% | . |
| CCCn1c(C)cc(C(=O)COc2ccc(C)nc2[N+](=O)[O-])c1C | -5.1%[1.84 µM] | . |
| O=C(Nc1nnc(-c2ccccn2)o1)c1cccc(Br)c1 | 4.1% | . |
| O=C1/C(=C/c2cccs2)Cc2ccccc21 | 6.4%[1.84 µM] | . |
| Cc1cc[n+](-c2nc3ccccc3nc2[N-]S(=O)(=O)c2ccccc2)cc1 | -9.3%[1.84 µM] | . |
| COc1ccc(C2CC(c3ccc4ccccc4c3)=NN2C(=O)CSc2ncccn2)cc1 (stereo not given) | 21.6% | . |
| CCOC(=O)C(NC(=O)c1ccccc1Cl)(Nc1sc2c(c1C(N)=O)CCC2)C(F)(F)F (stereo not given) | 16.5% | . |
| O=C(OCC(=O)N1CCc2ccccc2C1)c1ccc(N2CCOCC2)c([N+](=O)[O-])c1 | -9.2%[1.84 µM] | . |

More compounds:
| SMILES | p53null 39C kill | p53null 32C tox |
| --- | --- | --- |
| CCOC(=O)c1c(C)nc2c(c1-c1ccc(Cl)cc1)C(=O)CC(C)(C)C2 | 6.5% | . |
| O=C(Nc1ccc(F)cc1)Nc1ccccc1NS(=O)(=O)c1cccs1 | -8.0%[1.84 µM] | . |
| O=C(COC(=O)CCc1nc2ccccc2s1)Nc1ncc(Cl)cc1Cl | 6.5% | . |
| COc1cc(C2CC(=O)c3c(ccc4ccccc34)N2)ccc1O (stereo not given) | 2.3%[1.84 µM] | . |
| CCOC(=O)c1cccc(P(C)(C)=O)c1 | 6.3%[1.84 µM] | . |
| CCOc1ncccc1C(=O)OCC(=O)Nc1ccc(C)c(S(=O)(=O)N2CCOCC2)c1 | -9.5%[1.84 µM] | . |

Screens: PubChem BioAssay, National Center for Advancing Translational Sciences (NCATS)
